MEKK3 PB1 HTS: raises or lowers MEK5 binding to the human MEKK3 PB1 domain. Q99759. bead-based flow cytometry, Alexa488-MEK5 binding to MEKK3; actives lie on both sides; 0 = blocked by unlabeled MEK5, 100 = vehicle. binding response (% of control), % at 10 µM. 290,000 tested, 1.4% active;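 active = binding response more than 3 SD above or below the average of its plate-row segment, actives on both sides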;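 also: Alexa488 bead fluorescence after subtracting the streptavidin-only scavenger bead signal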
Target sequence (Q99759 whole entry, looked up, the tested form may be a part): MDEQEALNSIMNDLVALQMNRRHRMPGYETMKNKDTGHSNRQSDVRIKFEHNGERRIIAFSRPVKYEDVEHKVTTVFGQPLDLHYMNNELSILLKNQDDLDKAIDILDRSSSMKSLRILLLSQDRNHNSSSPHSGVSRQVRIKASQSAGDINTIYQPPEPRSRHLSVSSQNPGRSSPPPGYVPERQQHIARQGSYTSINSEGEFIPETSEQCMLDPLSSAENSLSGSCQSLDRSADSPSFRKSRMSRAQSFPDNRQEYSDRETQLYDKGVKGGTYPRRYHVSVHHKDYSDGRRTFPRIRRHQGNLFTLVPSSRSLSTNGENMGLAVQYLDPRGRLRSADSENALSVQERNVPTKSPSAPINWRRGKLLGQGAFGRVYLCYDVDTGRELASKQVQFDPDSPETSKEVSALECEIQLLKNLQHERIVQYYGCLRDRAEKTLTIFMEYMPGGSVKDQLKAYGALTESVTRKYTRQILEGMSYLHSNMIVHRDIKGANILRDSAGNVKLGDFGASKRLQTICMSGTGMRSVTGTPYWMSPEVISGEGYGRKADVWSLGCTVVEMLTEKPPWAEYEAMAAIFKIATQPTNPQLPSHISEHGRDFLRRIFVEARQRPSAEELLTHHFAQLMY
HCV NS3 hel inh: inhibitors of Hepatitis C virus NS3 helicase; NS3 helicase DNA unwinding, Cy5 molecular beacon fluorescence; inhibition, % at 10.9 µM; 290,000 tested, 0.56% active; AID 1800;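 active = inhibition above the mean of all tested compounds plus 3 SD, set per campaign, cut at about 35% in these data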;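 also: 0% = DMSO wells and 100% = thioflavine S control wells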
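Material: hepatitis C virus NS3 helicase domain fragment enzyme; measured by: Cy5 fluorescence, 0 and 60 min reads; control set: DMSO and thioflavine S; incubation: 60 min unwinding reaction at 25 °C after ATP addition; read-out basis: % inhibition from 60/0 min fluorescence ratio, DMSO 0%, thioflavine S 100%; repeats: singlicate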
GalR3 antagonist: antagonists of human GalR3; O60755; HEK293 GalR3-CNG cAMP membrane potential fluorescence; galR3 body fused to GalR1 C-terminus; inhibition, % at 3 µM; 360,000 tested, 0.44% active; AID 651719;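 active = inhibition above the screen-wide average plus 3 SD, cut at about 13% in these data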;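 also: forskolin and galanin both at EC90 stimulate the cells; cAMP rise reported by CNG channel membrane potential dye signal; 0% = forskolin plus galanin with DMSO and 100% = forskolin alone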
Target sequence (O60755 1-299 limits assumed): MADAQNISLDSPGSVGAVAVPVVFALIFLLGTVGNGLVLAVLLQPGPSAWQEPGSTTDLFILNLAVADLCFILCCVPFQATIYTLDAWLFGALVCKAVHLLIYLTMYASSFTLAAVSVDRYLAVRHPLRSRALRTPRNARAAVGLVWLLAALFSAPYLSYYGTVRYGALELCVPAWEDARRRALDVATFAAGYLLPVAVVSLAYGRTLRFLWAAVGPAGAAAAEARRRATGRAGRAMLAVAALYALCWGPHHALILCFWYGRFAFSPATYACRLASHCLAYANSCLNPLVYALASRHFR
FID counter: displaces DNA intercalator in HCV helicase counter-screen | 290,000 tested, 0.17% active | inhibition, % at 7.9 µM | DNA fluorescent intercalator displacement, fluorescence; in the data active = inhibition above about 37%;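 also: 0% = vehicle and 100% = reference compound; higher means more ethidium bromide displaced from hairpin DNA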
UBC9 SUMO inh: inhibitors of human SUMOylation (UBC9); P63279; HTRF SUMOylation assay, SAE1/SAE2 + UBC9, in vitro; inhibition, % at 35 µM; 290,000 tested, 0.36% active; AID 2006; in the data active = inhibition above about 50%, passing the limit was not always enough; also: strong numbers were not always called active
Target sequence (P63279 whole entry, looked up): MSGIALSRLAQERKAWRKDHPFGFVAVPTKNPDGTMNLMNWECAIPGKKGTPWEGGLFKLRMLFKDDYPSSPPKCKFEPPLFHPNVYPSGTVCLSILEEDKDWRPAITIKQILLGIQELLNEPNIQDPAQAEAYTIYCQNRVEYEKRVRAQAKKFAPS
CRFBP-R2 agonist: agonists of human CRF-binding protein/CRF-R2 receptor complex | HEK293 CRF-R2/CRF-BP, calcium dye fluorescence (FLIPR); percent of saturating CRF peptide response | activation, % at 13.2 µM | 350,000 tested, 0.46% active | AID 588473;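 active = activation of at least 50%, plus an integration ratio under a set limit after plate pattern correction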;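 also: plate controls were neutral control wells without compound for no effect and CRF at EC100 for full effect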
CRFR2-BP antag: blocks CRF-induced signaling of the CRF-BP/CRF-R2 complex; 350,000 tested, 0.59% active; inhibition, % at 11.8 µM; AID 588475; HEK293 CRF-R2/CRF-BP, CRF-induced calcium fluorescence;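 active = inhibition of the ligand-induced calcium signal above about 50% at the single tested concentration, limit read from the data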
MEKK2 mut-MEK5: signal of MEK5 binding to mutant human MEKK2 PB1 domain; bead flow cytometry, Alexa488-MEK5 binding to MEKK2 mutant; percent response, % at 10 µM; 290,000 tested, 0.35% active; AID 1530; in the data active = percent response above about 24%, passing the limit was not always enough; also: inactives centre near 1; some results filed as inactive read as strong as hits
MEKK2 WT-MEK5: raises or lowers MEK5 binding to wildtype human MEKK2 PB1 domain; binding response (% of control), % at 10 µM; bead flow cytometry, Alexa488-MEK5 binding to MEKK2 WT; actives lie on both sides; Q9Y2U5; AID 1531; 290,000 tested, 1.1% active; in the data active = binding response below about 67% or above about 130%
* hit, by the source's call; . = no result given; & = joins results of further samples; [ ] = remark or other dose. This is a subset; rates above refer to the full screens.

SMILES	MEKK3 PB1 HTS	HCV NS3 hel inh	GalR3 antagonist	FID counter	UBC9 SUMO inh	CRFBP-R2 agonist	CRFR2-BP antag	MEKK2 mut-MEK5	MEKK2 WT-MEK5
O=C(COC(=O)/C=C/c1cccc([N+](=O)[O-])c1)NCC1CCCO1 (stereo not drawn)	107	48*	-2	1	24	-4.0	1	-1	99
O=c1c2ccccc2nc2sc3ccccc3n12	103	14	-3	0	-6	3.1	4	7	105
O=S(=O)(c1ccccc1)N1CCN=C1SCc1c(F)cccc1Cl	103	-8	-4	-11	-2	-2.1	-2	3	103
CN(C)c1ccnc(NCc2ccccc2)c1C#N	94	-2	-5	-2	15	0.0	16	1	94
COc1ccc(OC)c(-n2c(N)c(C(=O)NCC3CCCO3)c3nc4ccccc4nc32)c1 (stereo not drawn)	104	-6	-3	-31	20	-0.3	-17	4	101
Cc1cc(-n2c(C)cc(C(=O)CSc3ncnc4ccccc34)c2C)no1	107	2	91*	-12	-5	-0.7	-3	2	99
CCCn1nc(NC(=O)c2ccco2)c2cc3ccc(C)cc3nc21	103	.	-4	.	21	-5.4	-1	0	104
COCCn1c(=O)[nH]c(=O)c2cc(C(=O)c3cc(Cl)ccc3O)cnc21	102	14	.	-20	-5	99*	-9	-3	96
Cc1ccc(-c2cn(-c3ccccc3)c(SCC(N)=O)n2)cc1C	110	-7	-4	-30	-7	0.7	-40	26	110
Clc1ccccc1Cn1nc(-c2ccccc2)nc1-c1ccccc1	106	-12	-5	-3	-9	0.1	-24	18	109
CC(C)(C)c1ccc(C(=O)N2CCN(C(=O)C3CCCCC3)CC2)cc1	105	-5	-2	-55	-12	-1.6	2	8	108
CCOC(=O)c1sc(NC(=O)CCN2CCN(C)CC2)c(C(=O)OCC)c1C	102	-33	-1	10	18	-1.1	-4	5	116
CSCC[C@H](NC(=O)N1CCn2c1nc1ccccc12)C(=O)NCc1ccc(F)cc1	96	24	-9	19	-12	3.1	-21	-2	93
CC1(C)CC(CC(=O)O)CC(C)(C)N1	103	-8	1	1	2	-1.3	20	1	104
O=C(NN=C1c2ccccc2-c2ccccc21)c1ccccc1Br	4.0*[inhibitor]	1	-6	-6	28	-2.1	0	-24	8.0*[inhibitor]
O=C(c1cnccn1)N(Cc1ccco1)C1(C(=O)NC2CCCCC2)CCCCC1	97	3	-10	-21	21	1.2	-6	-2	99
CCCc1noc2c1C(c1ccoc1)C(C#N)=C(N)N2 (stereo not drawn)	110	9	-2	0	-5	-0.1	-7	13	111
Cc1nc(Nc2ccccc2)[nH]c(=O)c1CCC(C)C	65	5	-2	7	-13	13	-35	-12	73
CCOC(=O)C1CCN(C(=O)CN(c2cc(OC)ccc2OC)S(=O)(=O)c2ccccc2)CC1	.	1	0	-35	-8	0.7	-3	.	.
CCOC(=O)C1CCN(c2c(NCCCN3CCCCC3)c(=O)c2=O)CC1	88	0	0	-1	12	-1.5	1	-4	92
O=C(Nc1ccc(S(=O)(=O)Nc2ccccn2)cc1)c1cccc([N+](=O)[O-])c1	103	-2	-1	4	26	0.2	-9	2	105
COc1ccc(CC(=O)NC(C)c2nnc(SCCOc3ccc(OC)cc3)n2C)cc1 (stereo not drawn)	101	11	-8	-37	0	-5.1	1	-1	98
C#CCOCCOCCOCCNc1nc(N2CCN(C(=O)Cn3cc(CCO)nn3)CC2)nc(N2CCN(C(=O)[C@H](C(C)C)n3cc(CCO)nn3)CC2)n1	85	2	-3	-35	-7	-1.3	-1	3	86
CC(=O)Cn1cnc2c(sc3nc(C)cc(C)c32)c1=O	103	5	-4	0	8	-0.1	4	6	100
Cc1ccc(Sc2oc(/C=N/n3cnnc3)cc2Br)cc1	88	7	-3	-6	18	-1.2	10	-5	86
COc1ccc(N2C(=O)CCC(C(=O)N3CCN(c4ccccn4)CC3)C2c2ccc(F)cc2)cc1 (stereo not drawn)	99	-7	-4	-35	-11	-0.2	-1	-5	96
CC1=CC(C)(C)NC(=S)N1c1ccc2ccccc2c1	100	-4	-6&-3	-11	5	-0.4&0.0	8&14	-1	96
CC(=O)NC(=O)c1nnn(Cc2ccccc2)c1NC(C)=O	96	3	-4	1	-8	-0.2	6	-2	97
CN1CCN(C(=O)C2=C[C@H](c3ccc(Br)cc3)C[C@H](OCCCCO)O2)CC1	105	-8	0	-5	-5	-1.6	1	11	108
Cc1ccccc1CSc1nnc(NC(=O)Cc2cccs2)s1	101	10	-11	-3	-11	-0.8	-18	16	112
Cc1ccc(-c2nc(CN(C)Cc3ccc4nccnc4c3)c(C)o2)s1	94	-6	-7	-7	8	-0.8	0	-5	96
Cc1ccc(C)c(NC2=NCC(=O)N2C2CCCCC2)c1	63	3	0	-8	18	-0.7	-1	-5	95
Cc1nc2ccc([N+](=O)[O-])cc2c(=O)n1Cc1cccc(Br)c1	101	17	-8	11	-12	-1.8	22	1	103
O=C1CN(C(=O)NCCC(=O)NC2CCCCC2)c2ccccc2N1	98	5	1	-10	10	0.6	-3	1	100
COc1ccc(N2CCN(C(=O)C3CCCN(S(=O)(=O)c4ccc5c(c4)oc(=O)n5C)C3)CC2)cc1 (stereo not drawn)	94	4	-1	-11	-7	0.5	1	-5	95
COc1ccc(-c2csc(NC(=O)C3CCCCN3S(=O)(=O)c3ccccc3)n2)cc1 (stereo not drawn)	80*[inhibitor]	-26	-2	-7	0	-2.2	-3	-6	90
Cc1ccc2nc(-c3cccnc3)cc(C(=O)N3CCN(c4ccc([N+](=O)[O-])cc4)CC3)c2c1	104	-8	3	-2	38	4.2	-21	2	102
CC1CCCCC1NC(=O)CCCCCn1c(=S)[nH]c2ccccc2c1=O (stereo not drawn)	101	-4	-3	-5	9	-5.4	-2	-4	93
CCCn1c(=O)n(CC(=O)NCC2CCCO2)c(=O)c2c3c(sc21)COC(C)(C)C3 (stereo not drawn)	106	11	-7	-27	13	1.8	-7	3	103
Cc1ccc(OCCOCCn2cnc3ccccc3c2=O)c([N+](=O)[O-])c1	95	-4	-4	-18	-2	-1.1	2	-2	95
CC(C)(C)OC(=O)NCCCCCc1nnc(SCc2ccccc2F)o1	95	-4	-5	-47	11	-1.8	2	-8	92
CC(C)N(Cc1nc(-c2ccccc2)no1)C(=O)CN1C(=O)c2ccccc2C1=O	101	2	5	-8	-16	-0.2	-21	6	107
CCCc1cc(C(=O)N2CCCC(Cc3cccc(Cl)c3)(C(=O)OCC)C2)n(C)n1 (stereo not drawn)	98	-17	-11	-60	5	0.1	13	-2	99
CCN(CC)C(=O)n1nc(C)c(CN2C(=O)c3ccccc3C2=O)c1C	96	-4	1	-19	.	0.4	1	-1	92
Cn1nc(C(=O)N2CCCC2)c2ccccc2c1=O	103	2	-2	-6	-2	-0.8	-25	1	99
CCOC(=O)C1=NNC(C(=O)c2ccc(C)cc2)C1c1ccc(OC)cc1 (stereo not drawn)	115	-10	-4	-31	-1	0.5	14	5	108
COc1ccc(C=O)cc1Cn1ccnc1	101	1	-8	6	10	1.1	4	-6	96
CC(C)(C)NC(=O)CN(C(=O)C1CSC(=O)C1)c1ccc2c(c1)OCCO2 (stereo not drawn)	92	0	-2	-6	3	-0.9	1	3	96
CCOc1cc(/C=N/n2c(C)nnc2C)ccc1O	104	-1	-2	-3	3	-0.2	5	3	109
O=C(Nc1ccc(Br)cc1)c1ccccc1CC[N+](=O)[O-]	102	-5	5	3	-4	1.8	10	9	107
COc1cc(-c2nc(C)c(C(C)=O)n2O)ccc1OCC(=O)Nc1ccc(Cl)cc1	101	3	-6	-17	6	0.5	-12	5	98
CN1CCN(C(CC(=O)Nc2cccc(O)c2)C(=O)O)CC1 (stereo not drawn)	104	4	.	0	-3	.	.	8	103
CC(C)(C)NC(=O)COC(=O)/C=C/c1ccc(F)cc1	102	-6	-1	-4	-14	0.7	7	9	92
CC1(C)C2CCC(C2)C1(C)NC(=O)CNCc1cccs1 (stereo not drawn)	101	-21	-6	5	4	-2.0	-11	-3	99
CNC(=S)NNC(=O)c1cn(C)nc1C	95	-2	0	-1	-2	-0.1	2	-3	94
O=C(NC1CCN(C(=S)NCc2ccco2)CC1)C12CC3CC(CC(C3)C1)C2	94	11	0	-15	12	-0.3	13	-3	93
COc1ccc(OC)c(CNC(=O)CCC(=O)N2Cc3ccccc3Oc3ncccc32)c1	98	2	4	-41	0	-1.5	-2	0	99
COCCNC(=O)CCn1nc(-c2ccc(Cl)cc2)c2ccccc2c1=O	102	5	.	-27	1	-2.7	6	3	103
COc1cccc(C2C(C(N)=O)=C(C)Nc3nc(-c4ccccc4Cl)nn32)c1 (stereo not drawn)	96	-2	-1	1	14	-0.5	-1	0	95
Cc1nc2nc(CSc3nnc(C)s3)cc(=O)n2[nH]1	108	1	-6&-5	5	-14	-2.3&-0.6	4&8	2	104
(more compounds)
SMILES	MEKK3 PB1 HTS	HCV NS3 hel inh	GalR3 antagonist	FID counter	UBC9 SUMO inh	CRFBP-R2 agonist	CRFR2-BP antag	MEKK2 mut-MEK5	MEKK2 WT-MEK5
Cc1nn(CC(=O)NC(C)CCc2ccccc2)c(=O)c2nn(-c3ccccc3)c(C)c12 (stereo not drawn)	100	-12	0	-56	1	-4.5	-1	-2	108
CC(=O)Nc1cccc(OCC(=O)NC(C)C(C)C)c1 (stereo not drawn)	97	2	-2	3	5	-0.6	-3	0	100
CCSc1nnc(N2C(=O)c3ccc(C(=O)c4ccc(C(=O)O)cc4)cc3C2=O)s1	100	4	-1	-21	10	1.1	-6	9	108
Cc1ccc2nc3sc(C(=O)N4CCCc5ccccc54)c(N)c3cc2c1	97	1	-7	-5	3	16	-108	-4	89
Cc1cc(-c2nnc(SCC(=O)Nc3ccc(S(N)(=O)=O)cc3)n2N)n[nH]1	102	17	3	-6	5	0.4	10	-1	98
Cc1nn(C)c(NC(=O)c2ccc(Cl)cc2Cl)c1Br	97	15	-11	-16	8	0.9	20	2	98
Cc1ccc(-n2ncc3c(=O)n(Cc4ccccn4)cnc32)cc1C	102	7	-4	-5	3	-4.1	14	8	101
CCOC(=O)c1cnc(SCC#N)nc1N	91	-7	1	-5	-6	-0.8	4	-14	89
COc1nccnc1NS(=O)(=O)c1ccc(NC(=S)NC(=O)c2ccc(F)cc2)cc1	104	7	-6	-23	2	1.8	3	-1	106
O=C(Nc1ccccc1)c1cccc(N2C(=O)CCC2=O)c1	97	1	2	2	13	0.5	-12	-4	100
Cc1nn(Cc2ccccc2)c(C)c1C(=O)NCCN1C(=O)S/C(=C\c2ccccc2)C1=O	109	-1	6	0	-6	7.2	-59	17	114
CC(NC(=O)C(C)N1CCN(Cc2ccccc2)CC1)c1ccc(F)cc1 (stereo not drawn)	100	-7	-11	-8	11	-1.0	2	5	102

Whole records as entered above:
Profile of Cc1nn(CC(=O)NC(C)CCc2ccccc2)c(=O)c2nn(-c3ccccc3)c(C)c12 (stereo not drawn) → MEKK3 PB1 HTS = 100; HCV NS3 hel inh = -12; GalR3 antagonist = 0; FID counter = -56; UBC9 SUMO inh = 1; CRFBP-R2 agonist = -4.5; CRFR2-BP antag = -1; MEKK2 mut-MEK5 = -2; MEKK2 WT-MEK5 = 108
Profile of Cc1nn(Cc2ccccc2)c(C)c1C(=O)NCCN1C(=O)S/C(=C\c2ccccc2)C1=O → MEKK3 PB1 HTS = 109; HCV NS3 hel inh = -1; GalR3 antagonist = 6; FID counter = 0; UBC9 SUMO inh = -6; CRFBP-R2 agonist = 7.2; CRFR2-BP antag = -59; MEKK2 mut-MEK5 = 17; MEKK2 WT-MEK5 = 114
